# Compound activity (PubChem)
# S3 lipid droplet: qHTS Assay for Lipid Storage Modulators in Drosophila S3 Cells. AID 2685. Potency in µM for hits, for the others lipid storage change, negative = inhibition, % at the top dose, mostly 46.1 µM. hit rate 0.64% among 320,000. Drosophila S3 cells, BODIPY lipid droplet fluorescence, 18-24 h; cells fed with added oleic acid; active = well fitted inhibition curve with a large enough effect in the signal ratio, with a control signal flat, not every such curve was filed as active; inconclusive = small, poorly fitted or top-dose-only effect, or effect the other way, or a change in a side signal; the % refers to the signal ratio
#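 Drosophila S3 cells got compounds at several concentrations plus oleic acid (400 uM solution). Laser-scanning cytometry with 488 nm excitation read lipid droplets at 500-530 nm and cells at 575-640 nm. Percent activity was relative to 20 uM Triacsin C.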
# S3 lipid droplet cell count max: second read-out of S3 lipid droplet, no call of its own (marks repeat the call); cell number change, %; measured here: cell count max response;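 cells counted by Cell Tracker Red CMTPX staining in the red channel; peak over a dose series mostly up to 46.1 µM; percent activity relative to internal control wells on each plate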
# * = called active by the depositor; i = inactive; ? = inconclusive; . = not tested or not shown; [ ] = another dose, or the depositor's remark. % is scaled to controls: 0 for no effect and ±100 for the full control effect; potency is read from the fitted curve at half-maximal effect. An excerpt, so the mix of outcomes need not match the whole.
# Value order – S3 lipid droplet, S3 lipid droplet cell count max
Cc1cc(NC(=O)Cn2ccc([N+](=O)[O-])n2)no1
  -0.2%, 5.0
NS(=O)(=O)c1ccc(CNC(=O)c2cc(=O)[nH]c3ccccc23)cc1
  ?, .
CC(=O)NS(=O)(=O)c1ccc(NC(=O)c2ccc(-n3nc(C)cc3C)cc2)cc1
  ?, .
CC1CCCN(CCCNC(=O)c2ccc3c(c2)N(Cc2ccc(F)cc2)C(=O)c2ccccc2S3=O)C1 (centres undefined)
  ?, .
COc1ccc(C(=O)NC(=S)NNC(=O)c2cccnc2)cc1
  ?, .
CCc1ccc(CN(C(=O)c2cc3ccccc3oc2=O)C2CCS(=O)(=O)C2)cc1 (centres undefined)
  ?, .
CCCCNC(=S)N1CCN(C)CC1
  ?, .
CCOC(=O)CC1=C(C#N)C(c2cccnc2)C(C(=O)OCC)=C(N)O1 (centres undefined)
  ?, .
O=C(Cc1ccccc1)N/N=C/c1cc(Br)cs1
  ?, .
COc1cc(NC(=O)c2cc3c(C)nc4ccccc4c3o2)cc(OC)c1OC
  ?, .
COc1ccc(NC(=O)NC2CCCc3ccccc32)cc1 (centres undefined)
  ?, .
CCOc1ccc(N2C(=O)c3cccnc3C2Nc2ccc(F)cc2)cc1 (centres undefined)
  22.0%, 0.6
O=C(CSc1nnc(CNc2ccc(F)cc2)n1Cc1ccco1)NC1CC1
  -0.5%, -9.2
CCOC(=O)Cn1c(=O)c2c(nc3n2CC(C)CN3Cc2ccccc2)n(C)c1=O (centres undefined)
  19.6%, -5.5
CCOC(=O)c1nc(C)n(-c2cc(Cl)cc(Cl)c2)n1
  ?, .
O=C(NCC(=O)N1CCN(c2cccc(Cl)c2)CC1)c1ccc(Br)o1
  ?, .
CC1CCCN(C(=O)Cc2cn(Cc3cccc(Cl)c3)c3ccccc23)C1 (centres undefined)
  ?, .
O=C(CCC1CCCN(c2ncccn2)C1)N1CCN(c2ccccn2)CC1 (centres undefined)
  20.7%, 5.0
COc1cccc(-c2nc(CS(=O)CC(=O)NC(C)CCc3ccccc3)c(C)o2)c1 (centres undefined)
  i, 2.1
COC(=O)c1c(NC(=O)CCc2ccc(C)o2)sc(C)c1C
  ?, .
COC(=O)c1ccccc1NC(=O)C1CC(=O)N(c2ccc(OC)cc2)C1 (centres undefined)
  3.8%, 1.5
O=C(O)c1ccccc1C(=O)Nc1cccc([N+](=O)[O-])c1
  -1.4%, 3.2
O=C(N/N=C/c1ccc(Cl)cc1Cl)c1ccc(-n2cnnn2)cc1
  ?, .
Cc1cc(N2CCN(c3cccc(C)c3C)CC2)nc(-c2ccccc2)n1
  3.3%, 6.4
CCCNC(=O)N1CCC(C(=O)c2cccc(F)c2)CC1
  7.7%, 0.0
COc1ccc(OC)c(-c2cc(-c3cccnc3)nc(N)c2C#N)c1
  -5.8%, 14.4
c1ccc(CSc2ccc(-c3ccc4c(c3)OCO4)nn2)cc1
  27.5%, -1.3
O=C(CN1C(=O)NC2(CCCCC2)C1=O)N1CCN(S(=O)(=O)c2ccccc2)CC1
  ?, .
CCC1(C)Cc2c(sc3nnn(CC(=O)Nc4ccc(C)cc4)c(=O)c23)CO1 (centres undefined)
  ?, .
Cc1cccc(NS(=O)(=O)c2nnc(NC(=O)c3cccc(C)c3)s2)c1
  i, -2.4
COc1ccc(C(c2nnnn2Cc2ccccc2)N2CCN(C(=O)c3ccco3)CC2)cc1 (centres undefined)
  i, 0.0
c1ccc(OCc2nn3c(Cn4cnc5ccccc54)nnc3s2)cc1
  ?, .
O=C(COC(=O)c1ccco1)Nc1ccc2c(c1)OCO2
  14.4%, -12.7
COc1ccc(N2C(=O)CCC2(C#N)c2ccc(OC)cc2)cc1 (centres undefined)
  i, .
Cc1ccc(C(=O)CN(Cc2ccccc2)C2=NCCS2)cc1
  3.9%, 11.1
Cc1cc(C)n2nc(CCc3nc4nc(C)cc(C)n4n3)nc2n1
  -10.9%, 1.1
CCOC(=O)N1CCC(NC(=O)Cn2ncc3c4ccccc4n(C)c3c2=O)CC1
  4.3%, 3.8
COc1ccc(/C=N/NC(=S)NC2CCS(=O)(=O)C2)cc1OC (centres undefined)
  -0.2%, -26.5
O=c1[nH]c(C2C3CC4CC(C3)CC2C4)nc2ccccc12 (centres undefined)
  4.1%, -0.8
COc1ccc(C[C@H]2CN3C(=NC[C@@H]3Cc3ccccc3)N2C[C@H](C)NC(=O)CCC2CCCCC2)cc1
  ?, .
Cc1ccc(-n2ncc3c(=O)n(CC(=O)N4CCN(c5ccccc5)CC4)cnc32)cc1C
  11.7%[9.22 µM], -14.8
NC(=O)NOCc1ccccc1F
  9.0%, -8.0
Cn1ncc([N+](=O)[O-])c1C(=O)n1nnc2ccccc21
  0.3%, 14.5
COc1cc(/C=N/Nc2nncn2N)ccc1OCc1c(C)no[n+]1[O-]
  ?, .
CCN(CC)CCN1C(=O)C(=O)/C(=C(/O)c2ccc3c(c2)CC(C)O3)C1c1ccc(OC)cc1 (centres undefined)
  2.5%, 16.2
CCc1c(C)nc(N2CCN(Cc3ccc4c(c3)OCO4)CC2)[nH]c1=O
  8.4%, 3.6
Cc1ccc2cn[nH]c2c1N
  ?, .
FC(F)(F)c1nnc2ccc(Cl)nn12
  11.8%, 11.8
O=C(NCCCN1CCOCC1)c1cccc(S(=O)(=O)Nc2ccc(F)cc2)c1
  1.7%, 20.6
CCCN1C(=O)C(Cc2nc3ccccc3c(=O)n2-c2ccccc2)c2cc(C)ccc21 (centres undefined)
  ?, .
CCCCOc1cccc(C(=O)N(Cc2cccs2)C2CCS(=O)(=O)C2)c1 (centres undefined)
  10.3%, -15.8
CC1CCCN(C(=O)CSc2nnc(-c3ccc(O)cc3)o2)C1 (centres undefined)
  ?, .
CCN(CC)S(=O)(=O)c1cccc(-c2nnc(SCc3nc4ccccc4s3)o2)c1
  ?, .
Cc1ccc(C)c(NC(=O)C2Cc3ccccc3CN2C(=O)OCc2ccccc2)c1 (centres undefined)
  ?, .
O=C(N/N=C/c1c(O)n(-c2ccc(Cl)cn2)c(=O)c2ccccc12)C1CC1
  -6.5%, -0.9
COc1cc(C(=O)NC(=S)Nc2ccccc2N2CCCC2)cc(OC)c1OC
  i, -22.7
COc1ccc(Cc2nc3ccccc3n2CC(=O)N/N=C/c2ccc(C)cc2O)cc1OC
  -1.8%, -10.6
CC(NC(=O)COc1ccc(N(C)S(=O)(=O)c2ccccc2)cc1)c1ccccc1 (centres undefined)
  ?, .
COc1ccc(N2CCN(CC(=O)NC(=O)NC(C)(C)C)CC2)cc1
  ?, .
CCOc1ccc(C(=O)N2CCCC2C(=O)O)cc1 (centres undefined)
  ?, .

# (cont.)
# Value order – S3 lipid droplet, S3 lipid droplet cell count max
Cc1csc(NC(=O)c2ccc(-c3ccc(Cl)cc3Cl)o2)n1
  ?, .
Cc1cc(C(=O)NN=C2C3CC4CC(C3)CC2C4)c2ccccc2n1
  -6.2%, -7.7
CC(CC1C(C#N)=C(N)OC2=C1C(=O)CCC2)c1ccccc1 (centres undefined)
  ?, .
CCCCNC(=O)c1ccc2c(c1)N(CC)C(=O)CS2
  ?, .
Cc1ccc(S(=O)(=O)NCc2c(-c3ccccc3)noc2C)cc1
  ?, .
CCCOc1ccc(/C=C/C(=O)O)cc1OC
  ?, .
COc1ccc(/C=C/C(=O)Nc2nc(C)c(C(=O)N(C)C)s2)cc1
  ?, .
COCCCN1Cc2cccc(C(=O)O)c2C1=O
  ?, .
Cc1ccc(NC(=O)COC(=O)C2=COCCO2)c([N+](=O)[O-])c1
  26.5%, .
C=CCn1c(O)c(/C=C2\C=NN=C2c2ccccc2)sc1=S
  -8.7%, -14.7
Cc1cc(=O)oc(C)c1C(=O)NCCC(C)C
  -0.7%, 0.8
CCC(C)(C)n1nnnc1C(c1ccncc1)N1CCC(Cc2ccccc2)CC1 (centres undefined)
  ?, .
COc1ccccc1OCC(=O)NCCNC(=O)COc1ccccc1OC
  ?, .
O=C(CCc1ccccc1)NC1CCCc2ccccc21 (centres undefined)
  ?, .
COCCn1nnnc1C(c1ccc(O)c(OC)c1)N1CCc2ccccc2C1 (centres undefined)
  ?, .
Cc1cc(=O)[nH]c2c1c(-c1ccccc1)nn2C
  2.8%, 11.1
Cc1ccc(-c2c[n+](=O)c3c(n2[O-])CCC3)cc1
  ?, .
COC(=O)COc1ccc(C2Nc3c(Cl)ccc(C(=O)O)c3C3C=CCC32)cc1 (centres undefined)
  ?, .
O=C(NC(=S)NCCN1CCOCC1)c1ccccc1Br
  -0.6%, 3.1
COc1cc(/C=N/N2CCN(c3ccc(Cl)cc3)CC2)cc(OC)c1OC(C)=O
  26.7%, 2.8
O=C(CCC(=O)NNC(=O)c1ccc([N+](=O)[O-])cc1)NCc1ccccc1
  ?, .
Cc1ccc2cccc(NC(=S)NC(=O)c3ccccc3)c2n1
  -12.5%, -0.9
CO/N=C/C(=N\Nc1ccc(C)cc1)C(=O)c1ccc(OC)cc1
  ?, .
COc1ccc(NC(=S)NC(=O)CC(C)C)c(OC)c1
  ?, .
NC(=O)c1cc2nc(-c3ccco3)cc(C(F)(F)F)n2n1
  ?, .
CCCc1[nH]n(-c2nc3ccccc3s2)c(=O)c1C=NCC(C)C
  ?, .
O=c1ccc2cc3c4c(c2o1)CCCN4CCC3
  ?, .
Cn1nc(C(F)(F)F)c(/C=N/OCc2c(Cl)cccc2Cl)c1Cl
  ?, .
O=C(NC1CCCCC1)N(Cc1cc2cc3c(cc2[nH]c1=O)OCCO3)C1CCCCC1
  ?, .
COc1cc(NS(=O)(=O)c2ccc(NC(=O)c3ccc(S(=O)(=O)N4CCCC4)cc3)cc2)ncn1
  ?, .
CN(C)S(=O)(=O)c1ccc(NC(=O)CCNC(=O)c2ccc([N+](=O)[O-])cc2)cc1
  ?, .
COc1ccc(N2C(=O)CC(SCc3ccc(Cl)cc3)C2=O)cc1 (centres undefined)
  ?, .
CCS(=O)(=O)N1CCC(C(=O)NCCCOC)CC1
  i, .
Cc1ccc(N2CC(C(=O)NCCS(=O)(=O)N3CCN(c4ccccc4)CC3)CC2=O)cc1C (centres undefined)
  i, .
COc1ccc(CCNc2nc(N3CCOCC3)nc(N3CCOCC3)n2)cc1OC
  -1.1%, .
COc1ccc(CNCC(O)COc2ccc(C(C)(C)c3ccccc3)cc2)cc1 (centres undefined)
  ?, .
CC(=O)C1=C(C)N(CC2CC2)C(=O)N[C@H]1c1ccccc1
  ?, .
CCOc1ccc(S(=O)(=O)N2CCN(C(=O)c3ccccc3Cc3ccccc3)CC2)cc1
  ?, .
CCOC(=O)c1ccccc1NC(=O)CSc1nnc(Cc2cccn2C)n1-c1ccc(C)cc1
  -7.0%, -7.1
Cc1ccc(NC(=O)C2CC2c2ccccc2)c([N+](=O)[O-])c1 (centres undefined)
  2.3%, 2.8
CC(C)(C)n1nc2c(c1NC(=O)COc1ccc(F)cc1)CS(=O)(=O)C2
  -1.2%, -2.1
Cc1ccccc1CN(c1ccc(C(=O)NCc2cccnc2)cc1)S(C)(=O)=O
  -2.3%, 2.3
COc1ccc(OCC(O)CN(CC(O)COc2ccc(OC)cc2)c2cccc(O)c2)cc1 (centres undefined)
  ?, .
CN(C)c1ccc(/C=N/NC2=NS(=O)(=O)c3ccccc32)cc1
  ?, .
O=C(NCC(c1ccco1)N1CCCCC1)c1ccc2c(c1)S(=O)(=O)c1ccccc1C2=O (centres undefined)
  13.9%, 18.7
Cc1ccc(C(=O)NCCN2C3=NC[C@H](C)N3C[C@H]2Cc2ccc(O)cc2)cc1Br
  2.5%, -0.7
CCOc1ccc(OCCOc2ccc(/C=C/C(=O)O)cc2OCC)cc1
  ?, .
O=C(NCC(c1ccco1)N1CCOCC1)c1ccc([N+](=O)[O-])cc1 (centres undefined)
  ?, .
NC(=O)c1nsc(C(=O)N(c2ccccc2)C(C(=O)NCC2CCCO2)c2cccs2)c1N (centres undefined)
  7.3%, 9.7
CC(C)NC(=O)c1ccccc1S(=O)c1ccccc1C#N (centres undefined)
  ?, .
COc1ccc(N2CCN(CCCn3c(=S)[nH]c4ccccc4c3=O)CC2)cc1
  ?, .
CCOC(=O)N1CCN(C(=O)COC(=O)c2ccc(O)cc2O)CC1
  ?, .
CC(N=c1ccccn1C(=O)Nc1ccc(Cl)cc1)c1ccco1 (centres undefined)
  ?, .
Cc1ccc(C(=O)NCc2cccnc2)cc1S(=O)(=O)Nc1ccccc1
  ?, .
CC1CCCN(C(=O)CCNS(=O)(=O)c2ccc(Br)cc2)C1 (centres undefined)
  9.6%, 15.3
